aSyn tox rescue: rescues yeast growth from alpha-synuclein toxicity; 94,000 tested, 0.02% active; Potency, µM (titrated, usually from 46.1 µM), for inactives: top-dose growth rescue (activation), hits mostly activators; S. cerevisiae alpha-synuclein toxicity rescue, BacTiter-Glo growth, 24 h; active means well fitted activation curve with a large enough effect; further: 0% is about no effect
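Growth restoration measured by BacTiter-Glo luminescence after 24 hr at 30 deg C; alpha-synuclein yeast, raffinose-pregrown to mid-log, were added at OD600=0.02 in galactose medium onto pinned compounds.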
An asterisk follows results filed as active; [ ] = remark or other dose. Potency means the concentration at half of the fitted maximal effect. This is a subset, so the mix of outcomes need not match the whole.

SMILES	aSyn tox rescue
CCN(CC)CCOc1ccc(-c2c(C)c3c(ccc4ccccc43)oc2=O)cc1	-2%
CC1CN(/C(=N\S(=O)(=O)c2ccccc2)c2ccccc2)CC(C)O1 (configuration not stated)	10%
COc1ccccc1CNC(=O)C1CCCC1	-6%
CCOC(=O)C1=C(CC)Nc2ccccc2N=C1NC(=O)c1ccc(S(=O)(=O)N2CCOCC2)cc1	-5%
Cc1cc(N2CCN(C)CC2)nc2ccc(NC(=S)NCc3cccs3)cc12	4%
CCCOc1ccc(-c2nonc2NC(=O)c2oc3ccc(C)cc3c2C)cc1OCCC	9%
COc1ccc(S(=O)(=O)N(Cc2nc(-c3ccc(Cl)cc3)no2)C2CCCCC2)cc1	4%
Cc1ccc(NC(=O)c2ccc3c(c2)[nH]c(=O)n3C(C)C)cc1	5%
COc1ccccc1/C=C/c1nc(C#N)c(NCc2ccccc2)o1	13%
Clc1ccc(-n2c(Cc3ccccc3)nnc2SCc2nc(-c3cccs3)no2)cc1	9%
CCOc1ccc(/C(CCC(=O)O)=N/NC(=S)NCCc2ccccc2)cc1	4%
CCCCN(C)S(=O)(=O)c1ccc(NC2=NS(=O)(=O)c3ccccc32)cc1	-4%
C#CCSc1nc2sc3c(c2c(=O)n1Cc1ccccc1)CCCC3	1%
Cc1ccc(CNC(=O)CSc2nc3ccsc3c(=O)n2-c2ccc(C(=O)O)cc2)cc1	0%
CCOC(=O)c1c(NC(=O)CSc2nccn2C)sc(C(=O)NC)c1C	-5%
NC(=O)C1(C(N)=O)OC1c1ccc(Cl)c(Cl)c1 (configuration not stated)	6%
Cc1ccc(C)c(NC(=O)C(Cc2ccccc2)n2cccc2)c1 (configuration not stated)	1%
O=C(O)c1cccc(-n2cccc2/C=C2/NC(=O)N(c3cccc(Cl)c3)C2=O)c1	-12%
Cc1ccc(-n2ncc3c(NCCCN4CCOCC4)ncnc32)cc1	9%
CC(Sc1nc(=O)cc(N)n1CCc1ccccc1)C(=O)Nc1cccc(Cl)c1 (configuration not stated)	8%
O=C(CSC(=S)N1CCSCC1)c1ccccc1	0%
O=c1c2ccc([N+](=O)[O-])cc2ncn1Cc1ccccc1C(F)(F)F	-5%
CC(C)(C)N(NC(=O)OCc1ccccc1)C(=O)c1ccccc1	9%
Cc1nc2ccc(S(=O)(=O)N(CC(=O)Nc3cccc(C)c3C)Cc3ccccc3)cc2s1	8%
NC(=O)N/N=C/c1cn(-c2ccccc2)nc1-c1ccccc1	-9%
CC1NC(=O)c2cc3ccccc3cc2-n2c1nc1cc(Cl)ccc1c2=O (configuration not stated)	4%
CCCCC(=O)O	2%
Cc1csc(SCC(=O)Nc2cc(F)ccc2C)n1	2%
COc1cc(OC)cc(C(=O)Nc2ccc3c(c2)n(C)c(=O)c(=O)n3C)c1	6%
COc1cccc(NC(=O)c2ccc3nc(CCc4ccccc4)oc3c2)c1	6%
CC(C)CC(=O)N1c2nc(C(C)C)nn2C2(CCCCC2)[C@@H]2CCCC[C@@H]21	-14%
CCCN(CCC)CCNC(=O)c1cc2c(=O)n(CC)c3ccccc3c2s1	-2%
COc1cc(C(=O)Nc2nnc(Cc3ccccc3)s2)cc(OC)c1OC	-1%
N#Cc1ccc(Oc2ccc(S(=O)(=O)N3CCCC3)cn2)cc1	-22%
Cc1cccc(Cn2cc(C(=O)c3ccccc3)c(=O)c3cc4c(cc32)OCO4)c1	-7%
CCn1c(=O)cc(OCC(=O)N2CCN(c3cccc(Cl)c3)CC2)c2ccccc21	9%
CCCS(=O)(=O)N1CC(=O)N(c2cccc(F)c2)C(C)(C(=O)NC2CCCCCC2)C1 (configuration not stated)	-4%
CCc1ccc(C(=O)NNC(=O)C2CC(=O)N(Cc3ccccc3)C2)cc1 (configuration not stated)	-4%
CC1Cc2ccccc2N1C(=O)CSc1nnc(-c2cccc(Cl)c2)o1 (configuration not stated)	-14%
COc1ccc(C)c2sc(N(CCN(C)C)C(=O)c3ccc(S(=O)(=O)N(C)c4ccccc4)cc3)nc12	-3%
CCN(CC(=O)Nc1ccccc1C(F)(F)F)C(=O)c1ccc2c(c1)NC(=O)C(C)S2 (configuration not stated)	-3%
Cc1c(C(=O)N(C)C)sc2c1c(=O)n(-c1ccc(F)cc1)c(=O)n2Cc1ccccc1C#N	5%
Cc1cccc(Nc2nc(C)nc(N)c2S(=O)(=O)c2ccccc2)c1	-2%
CCOc1ccc(CCNC(=O)C2CCN(C(=O)c3cc4sccc4n3CC)CC2)cc1OCC	-4%
O=C(COC(=O)/C=C/c1ccc2ccccc2n1)NNC(=O)c1ccccc1	-2%
Fc1ccccc1N1CCN(c2ncc3c(n2)CCN(Cc2ccc(Br)s2)C3)CC1	-2%
COc1ccc(CC(=O)NNS(=O)(=O)c2ccccc2)cc1OC	-1%
COc1cccc(NC(=O)/C(C#N)=C/c2ccc(-c3ccc(C)cc3)o2)c1	-12%
NS(=O)(=O)c1ccc(NC(=O)c2cccc(Cl)c2)cc1	-1%
Cc1ccc(C(O)(C(=O)NNc2ccccn2)c2ccc(C)cc2)cc1	-5%
COc1cc(/C=C2\SC(=S)N(CCC(=O)NCCc3ccccc3)C2=O)cc(OC)c1OC	0%
CCCCC(=O)Nc1cccc(-c2nc3ccccc3s2)c1	-14%
Cc1nnc(SCC(=O)Nc2ccc([N+](=O)[O-])cc2)n1CC1CCCO1 (configuration not stated)	7%
CCOC(=O)Cn1c(=O)n(Cc2ccco2)c(=O)c2ccc(C(=O)NC3CCCC3)cc21	1%
Cc1ccc(-n2c(SCC(=O)N/N=C/c3ccccc3C(=O)O)nnc2-c2ccccc2)cc1	1%
CCn1c(=O)cc(SCC(=O)NCCc2ccc(OC)cc2OC)c2ccccc21	-3%
CCOc1cc(C(=O)N(CC)CC(=O)Nc2c(F)cccc2F)ccc1OCC(=O)N1CCOCC1	-9%
COC(=O)N/N=C(\CCC(=O)O)c1cccs1	5%
Nc1ccc(NC(=O)c2cccc(C(=O)Nc3ccc(N)cc3Cl)c2)c(Cl)c1	1%
O=[N+]([O-])c1ccc(-c2nc(Cl)c3c(n2)CCCC3)o1	-8%

Two of the compounds above, with each value named:
COc1ccccc1CNC(=O)C1CCCC1
- aSyn tox rescue: -6%
CCOC(=O)C1=C(CC)Nc2ccccc2N=C1NC(=O)c1ccc(S(=O)(=O)N2CCOCC2)cc1
- aSyn tox rescue: -5%

(more compounds)
SMILES	aSyn tox rescue
COc1cc(SC)ccc1C(=O)N1CC(C)OC(C)C1 (configuration not stated)	3%
Cc1noc(C)c1COc1ccc(C(=O)OCC(=O)NCCN2C(=O)CSC2=O)cc1	5%
Cc1nc2nc(NCc3ccc(Cl)cc3)[nH]n2c(=O)c1Cc1ccccc1	2%
Cc1ccc(NC(=O)CSc2nc(C3CCCC3)nc3c2c(=O)n(C)c(=O)n3C)c(C)c1	-4%
COC(=O)c1ccc(N2OC3(C)C=CC2CC3)cc1 (configuration not stated)	11%
CSc1nn(Cc2ccc(Br)cc2)c(N(C(C)=O)C(C)=O)c1S(=O)(=O)c1ccccc1	-41%[inhibitor]
CCN(CC)S(=O)(=O)c1ccc2c(c1)c(=O)c(C(=O)N1CCN(c3ccc(F)cc3)CC1)cn2C	-6%
CSc1ncc(Cl)c(C(=O)Nc2c(C(=O)c3ccc(C)cc3)oc3ccccc23)n1	-3%
CC(=O)N1N=C(N)SC1(C)C	5%
CC(C)(C)C1CCc2onc(C(=O)Nc3ccc4c(c3)OCO4)c2C1 (configuration not stated)	5%
O=C(COc1cccc(Cl)c1)Nc1ccccc1N1CCCCC1	-7%
COc1ccc(CCNC(=O)/C=C/c2ccco2)cc1	10%
CCOc1ccc(NC(=O)CN(C)C(=O)CCCc2c[nH]c3ccccc23)cc1OCC	-7%
COc1ccc(Cn2ccnc2SCC(=O)Nc2nnc(C)s2)cc1	0%
COc1ccccc1NS(=O)(=O)c1ccc(OC)c([N+](=O)[O-])c1	-4%
N#CC1CN(Cc2ccccc2)CN(Cc2ccccc2)C1	2%
COc1cc2nc(NCCc3ccccc3)n3nc(-c4cccnc4)nc3c2cc1OC	-10%
Cc1cccc(Oc2nc3c(c(=O)n(C)c(=O)n3C)n2C)c1	-3%
CCOc1ccc(S(=O)(=O)N2CCC(C(=O)NCC3CCCO3)CC2)cc1C (configuration not stated)	-4%
COC(=O)C[C@H]1C[C@@H]2c3cc(NC(=O)Nc4ccccc4)ccc3O[C@@H]2[C@@H](CO)O1	-1%
CC(Oc1ccc(F)cc1)C(=O)Nc1cc(-c2ccc(F)c(F)c2)no1 (configuration not stated)	-14%
Nc1nc2ncc(C(=O)c3cc(F)ccc3O)cc2s1	1%
CCOC(=O)c1sc2ccccc2c1S(=O)(=O)N1CCN(c2ccccc2F)CC1	8%
COc1ccc(C(=O)NCC(=O)OCc2ccc(F)cc2)cc1	5%
CC(C)OC(=O)CSc1nnc(COc2ccc([N+](=O)[O-])cc2)n1C	2%
C[C@@H]1CN([C@H](C)CO)C(=O)CCCn2nncc2CO[C@H]1CN(C)Cc1ccc(-c2ccccc2)cc1	10%
O=C(O)C1CC=CCC1C(=O)Nc1ccccc1C(=O)N1CCN(c2ccc(Cl)cc2)CC1 (configuration not stated)	4%
CC(=O)Nc1ccc(NC(=O)C2CCCN2C(=O)Nc2cccc(F)c2)cc1 (configuration not stated)	-2%
COc1ccccc1N(C)S(=O)(=O)c1ccc(C(=O)NCCc2ccc(F)cc2)cc1	18%
COc1ccc(-c2nc(C)c(CCNC(=O)c3cccs3)s2)cc1	-2%

Given field by field: 4 of the compounds above.
Cc1cccc(Oc2nc3c(c(=O)n(C)c(=O)n3C)n2C)c1
  aSyn tox rescue: -3%
CCOc1ccc(S(=O)(=O)N2CCC(C(=O)NCC3CCCO3)CC2)cc1C (configuration not stated)
  aSyn tox rescue: -4%
COC(=O)C[C@H]1C[C@@H]2c3cc(NC(=O)Nc4ccccc4)ccc3O[C@@H]2[C@@H](CO)O1
  aSyn tox rescue: -1%
CC(Oc1ccc(F)cc1)C(=O)Nc1cc(-c2ccc(F)c(F)c2)no1 (configuration not stated)
  aSyn tox rescue: -14%

Next part.
SMILES	aSyn tox rescue
C[C@H]1CN([C@@H](C)CO)S(=O)(=O)c2ccc(Br)cc2O[C@@H]1CN(C)C(=O)C1CCOCC1	13%
COc1cccc(NC(=O)C2CCCN(c3nnc(-n4c(C)ccc4C)s3)C2)c1 (configuration not stated)	-2%
Cc1ccc(C(=O)CSc2nnnn2Cc2ccccc2)cc1C	2%
CC1CCc2c(sc(NC(=O)CCCOc3ccccc3)c2C(N)=O)C1 (configuration not stated)	4%
CCOC(=O)c1c(Nc2cccc(O)c2)nnc(-c2ccccc2)c1-c1ccccc1	14%
COc1cccc(-n2c(=O)n(Cc3ccccc3)c(=O)c3[nH]cnc32)c1C	1%
Cc1nn(-c2ccccc2)c2c1N(CC(=O)N1CCN(c3ccc(F)cc3)CC1)C(=O)CS2	-5%
Cc1ccc(CNC(=O)C2CC(=O)N(CCC(C)C)C2)cc1 (configuration not stated)	-5%
CCC(=O)N1CCCc2cc(S(=O)(=O)N3CCC(C(=O)NC4CCCCC4)CC3)ccc21	-12%
COc1cccc(NC(=O)CSc2nc3ccc(NC(=O)c4cccs4)cc3s2)c1	-4%
CC1=C(C(=O)N2CCOCC2)CC(CC(=O)NC(c2ccccc2)c2ccccc2)C(=O)N1Cc1ccc(F)cc1 (configuration not stated)	13%
Cc1cc(=O)oc2cc(OCC(=O)c3ccc4c(c3)NC(=O)CO4)ccc12	-8%
CCn1c(CNC(=O)C23CC4CC(CC(C4)C2)C3)nnc1SCC(=O)Nc1ccc(OC)cc1	-4%
Cc1cccc(C(=O)NCCCNC(=O)c2cccnc2)c1	-5%
CCOc1ccc(C(=O)OCc2cc(=O)n3nc(C(C)C)sc3n2)cc1	3%

Filtered by structure: the entries above containing an NH in an aromatic ring.
SMILES	aSyn tox rescue
Cc1ccc(NC(=O)c2ccc3c(c2)[nH]c(=O)n3C(C)C)cc1	5%
Cc1nc2nc(NCc3ccc(Cl)cc3)[nH]n2c(=O)c1Cc1ccccc1	2%
CCOc1ccc(NC(=O)CN(C)C(=O)CCCc2c[nH]c3ccccc23)cc1OCC	-7%
COc1cccc(-n2c(=O)n(Cc3ccccc3)c(=O)c3[nH]cnc32)c1C	1%

(cont.)
SMILES	aSyn tox rescue
S=C1SC2(CCCCCC2)NC2=C1CCCCC2	-7%
COc1cccc(Cn2nc(SC)c(S(=O)(=O)c3ccccc3)c2N(C(C)=O)C(C)=O)c1	-29%
Cc1ccc(CNC(=O)CN2C(=O)C3CCCCN3c3ccc(C(=O)N(C)C)cc32)cc1 (configuration not stated)	7%
CCOc1ccc(CC(=O)Nc2c(C(=O)c3ccccc3)oc3ccc(OC)cc23)cc1OCC	-2%
COCCCNC(=O)CCn1c(=O)c2ccccc2n(CC(=O)NCCc2ccc(OC)c(OC)c2)c1=O	-5%
CCCc1c(C(=O)NNc2ccccc2OC)cnn1-c1ccccc1	-6%
O=C(NN1CCOCC1)c1cccc2ccccc12	10%
COc1cccc(-n2c(=O)c3sccc3n(Cc3cc(=O)n4cc(Cl)ccc4n3)c2=O)c1	7%
CC(C)(C)OC(=O)N1CCC(C(N)=O)CC1	-6%
CCCN(CC1CC1)C(=S)NC(=O)c1ccccc1C	2%
O=C(NCCC1=CCCCC1)C1CCCN(S(=O)(=O)c2cccnc2)C1 (configuration not stated)	-9%
CC1=C(C(=O)N2CCOCC2)CC(CC(=O)NCc2cccs2)C(=O)N1Cc1ccc(F)cc1 (configuration not stated)	7%
Cc1cccc(NS(=O)(=O)c2ccc3c(c2)C(C)(C)C(=O)N3C)c1	-8%
CC(C)(C)c1ccc(C(=O)O/N=C(\N)c2ccccc2)cc1	-69%[inhibitor]

High-throughput results deposited in PubChem BioAssay by National Center for Advancing Translational Sciences (NCATS).
